# Screens deposited in PubChem by several laboratories.
# iPSC survival up = enhancers of single-cell hiPSC survival, primary screen, ATPlite luminescence; 100% = ROCK inhibitor wells, 0% = DMSO; survival enhancement, % at 20 µM; hit rate 0.044% among 360,000; AID 602274, 2012; in the data active = survival enhancement above about 18%;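 note: cells exposed to compounds for 16 hours before the ATP read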
# Peg3 promoter = Peg3 promoter-driven luciferase inhibitors, primary screen, cell-based, HeLa, luciferase luminescence; inhibition, % at 20 µM; hit rate 1.7% among 360,000; AID 588405, 2011; HeLa PEG-Prom luciferase reporter, overnight;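 active = inhibition of at least 50% at 20 µM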
# Shn3 inh set2 = reduction of Shn3 3'UTR firefly luciferase signal, primary screen, Schnurri-3 inhibitor project, cell-based, Clone20 osteoblasts, set 2 | Clone20 osteoblast Shn3 3'UTR firefly luciferase, 24 h | inhibition, % at 12.5 µM | hit rate 0.52% among 360,000;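 active = mean inhibition of at least 75% with every replicate also reaching 75%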;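 note: 0% = median of neutral control wells and 100% = pilot-screen positive control compound; some compounds past the cut are filed as inactive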
# CF NFkB inh = inhibitors of PAF-induced NF-kB signaling, primary screen, cell-based, GFP fluorescence, uHTS | hit rate 0.86% among 360,000 | AID 588850, 2011 | inhibition, % at 5 µM | KKLEB NF-kB-GFP reporter, GFP fluorescence overnight;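 active = at least 50% inhibition at 5 µM, scaled per plate between neutral and stimulator controls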;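 note: PAF is a Pseudomonas aeruginosa culture filtrate used as stimulus; plate controls were PAF-stimulated DMSO wells for no effect and unstimulated DMSO wells for full effect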
# NR2E3 ag-1 = NR2E3 agonists in two-hybrid cells, primary screen, cell-based, luminescence, CHO-S, Gal4-NCOR/VP16-NR2E3. inhibition of corepressor binding, % at 3.98 µM. luciferase. AID 602229, 2012. Photoreceptor-specific nuclear receptor (Homo sapiens), Q9Y5X4. hit rate 0.35% among 360,000;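 active = inhibition above the mean of all tested compounds plus 3 SD, cut at about 70% in these data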;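 note: 0% = DMSO with NR2E3 transfected cells and 100% = cells lacking NR2E3 construct; higher means lower luciferase signal from less NR2E3 corepressor binding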
# Target sequence (Q9Y5X4 whole entry, looked up, the tested form may be a part): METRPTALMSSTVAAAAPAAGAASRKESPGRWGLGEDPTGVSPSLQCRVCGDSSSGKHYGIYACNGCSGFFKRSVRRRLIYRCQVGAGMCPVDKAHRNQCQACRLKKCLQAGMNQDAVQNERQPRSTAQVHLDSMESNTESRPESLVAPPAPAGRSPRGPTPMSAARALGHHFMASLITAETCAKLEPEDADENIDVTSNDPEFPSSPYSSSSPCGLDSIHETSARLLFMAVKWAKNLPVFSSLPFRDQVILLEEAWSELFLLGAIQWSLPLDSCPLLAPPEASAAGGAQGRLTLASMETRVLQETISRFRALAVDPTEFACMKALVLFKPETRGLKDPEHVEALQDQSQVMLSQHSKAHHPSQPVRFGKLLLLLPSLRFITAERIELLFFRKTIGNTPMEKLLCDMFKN
# HIF-2a inh = HIF-2a reporter inhibitors, primary screen, luminescence, 786-0 RCC cells; 786-0 RCC cells HIF-2a reporter, luciferase luminescence, overnight; hit rate 0.72% among 360,000; inhibition, % at 18.8 µM;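 active = inhibition of the luminescence signal of 40% or more relative to plate controls, in a single-dose primary screen at 18.75 µM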
# EBV LMP1 NFkB = EBV LMP1-driven NF-kappaB luciferase reporter inhibitors, primary screen, cell-based, luminescence, single point; LMP1-induced NF-kappaB luciferase reporter cells; inhibition, % at 12.5 µM; hit rate 0.69% among 350,000; in the data active = inhibition above about 41%;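 note: 0% = neutral control wells and 100% = reference inhibitor control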
# KKLEB tox = cytotoxicity in KKLEB CF airway cells, primary screen, cytotoxicity control for CF NF-kB inhibitor project, cell-based, uHTS, fluorescence assay plates; AID 602141, 2011; KKLEB CF airway cells viability, ATPlite luminescence, overnight; stronger effect = lower value; cells stimulated with P. aeruginosa culture filtrate; hit rate 0.36% among 360,000; activity change (cytotoxicity), % at 5 µM;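 active = corrected activity change at or below -50% at 5 µM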
# NR2E3 ag-2 = inhibitors of NR2E3-RetCOR corepressor binding, primary screen, NR2E3 agonist project, biochemical, TR-FRET, GST-NR2E3, biotin-RetCOR; hit rate 0.12% among 320,000; inhibition of corepressor binding, % at 4.78 µM; AID 2300, 2010; 1536-well; Photoreceptor-specific nuclear receptor (Homo sapiens), Q9Y5X4;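 active = percent inhibition above the cutoff of mean plus 3 SD of all tested compounds, set per screening campaign, cut at about 20% in these data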;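 note: 0% = DMSO wells and 100% = biotin wells as full block of FRET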
#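 Assay system: NR2E3–RetCOR corepressor complex. Quantity: 1.35 nM GST-NR2E3. Buffer or medium: pH 7.5 Tris-based buffer. Reagent: biotinylated RetCOR corepressor at 7 nM final. Schedule: 5 h at 4 °C. Detection: TR-FRET, emission read at 617 and 671 nm. Replicates: one well per compound, singlicate testing.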
# TRAIL sens C8 = viability loss with TRAIL in NB7+C8 cells, primary screen, TRAIL sensitizer project, cell-based, ATPlite luminescence | inhibition (viability loss, TRAIL sensitization), % at 10 µM | hit rate 1% among 360,000 | AID 624354, 2012;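 active = compounds causing at least 50% loss of cell viability in the single-dose screen, relative to plate controls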
# MITF TRPM1 inh = inhibitors of MITF-dependent TRPM1 promoter reporter, primary screen, cell-based, SK-MEL-5, single point, luciferase. SK-MEL-5 TRPM1 promoter luciferase, 24 h. inhibition, % at 12.5 µM. hit rate 0.83% among 330,000;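 active = mean inhibition across replicates of 60% or more, whatever share of single replicates reaches that level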; note: values of inactives mirror those of a sister screen read the other way
# An asterisk follows results filed as active; · = no result given. These rows are one share of the data. The share of hits here may be higher or lower than overall.
SMILES,iPSC survival up,Peg3 promoter,Shn3 inh set2,CF NFkB inh,NR2E3 ag-1,HIF-2a inh,EBV LMP1 NFkB,KKLEB tox,NR2E3 ag-2,TRAIL sens C8,MITF TRPM1 inh
COc1ccc(NC(=O)CCCSc2ccccc2)cc1S(N)(=O)=O,0.8,-2,3,9,-48,9,0,7,5,11,3
COC(=O)C(CCSC)NC(=O)CNS(=O)(=O)c1ccc(Cl)cc1 (centres undefined),9.4,8,-13,-15,-28,16,15,2,-1,-11,8
Nn1c(SCc2cn3ccccc3n2)nnc1-c1ccncc1,-0.2,10,-1,4,18,20,-5,-1,5,-20,10
CCOP(=O)(OCC)C(Nc1ccccc1)c1cccnc1 (centres undefined),0.0,5,-7,-2,11,11,-1,9,4,3,8
COc1ccc(C2c3c(ccc4ccccc34)Oc3ncn4nc(-c5ccco5)nc4c32)cc1 (centres undefined),1.9,11,21,-13,-14,11,-10,4,1,-7,14
O=C(CSc1nnnn1-c1ccc(F)cc1)Nc1nc2ccccc2s1,-1.5,19,6,15,10,-14,8,-15,2,-9,-3
CCn1c(C)nnc1SCC(=O)Nc1ccc(N2CCOCC2)cc1,0.1,-2,-4,-13,14,3,-2,5,0,-17,8
c1cc2c3c(cccc3c1)NN=N2,1.7,-12,14,-54,-23,-10,21,-19,·,-12,25
O=C(NCCc1ccccc1C(F)(F)F)C1CCC(=O)N(C2CC2)C1 (centres undefined),-0.5,-1,13,4,3,10,-3,12,2,-10,3
CCc1ccc(C(=O)CN2C(=O)C(C)N(c3ccc(C)cc3)C2=O)cc1 (centres undefined),-2.8,-50,-10,5,-35,-48,-6,3,4,3,-18
CCOC(=O)c1c(CC(C)C)csc1NC(=O)c1ccccc1C(=O)O,0.9,6,-7,-5,12,9,2,8,7,12,25
Cc1onc(-c2ccccc2)c1C(=O)Oc1cccnc1,-1.6,17,-16,-11,-3,21,-6,14,1,-8,3
CC(=O)c1ccc(Cc2ccc(C(C)=O)cc2)cc1,-1.3,-17,13,-17,-16,-20,6,2,1,-4,1
CCC(OC(=O)CN1C(=O)C(=O)c2ccccc21)C(=O)Nc1ccccc1OC (centres undefined),0.0,-12,3,-7,21,-1,-7,4,·,1,4
Cc1ccc(SCC(=O)NC2CC3CCC(C2)N3C)cc1 (centres undefined),-0.3,2,-19,9,-3,6,0,2,0,1,-9
O=C(COc1ccccc1O)NC1CCCC1,0.8,3,7,-25,-20,3,-1,10,·,-13,-9
CC(=O)c1ccc(S(=O)(=O)N2CCN(c3ccnc4cc(Cl)ccc34)CC2)cc1,3.7,18,64,6,59,12,11,-1,·,17,·
Cc1ccc(C)c(N=C2NC(=O)CS2)c1,-0.3,-1,-10,-8,-6,24,4,-10,-1,-10,1
CN1CCN(c2ccccc2NC(=O)c2ccc([N+](=O)[O-])o2)CC1,-0.4,61*,14,32,33,-1,-7,-15,2,60*,79*
COc1ccc(C(=O)C2CCCN(S(=O)(=O)c3cccnc3)C2)c(C)c1 (centres undefined),1.4,12,10,1,-3,17,-9,-7,1,-8,6
Cc1ccc(NC(=O)COC(=O)Cc2ccsc2)cc1S(=O)(=O)N(C)C,-0.7,-5,9,3,-23,19,0,2,1,3,12
Cc1ccc(S(=O)(=O)NCC(=O)N(CC(=O)NCC2CCCO2)c2cccc(F)c2)cc1 (centres undefined),-0.7,4,20,-8,20,8,4,-5,-2,-22,5
O=C1Nc2ccccc2C(O)(C(=O)N2CCCCC2)N1c1ccccc1 (centres undefined),-1.4,2,0,-3,16,9,10,-3,2,11,1
Cc1ccc(CN2CCN(/N=C\c3cccc([N+](=O)[O-])c3)CC2)cc1,2.8,-3,27,-12,8,-58,-10,0,-2,2,3
O=C(CCc1ccc(S(=O)(=O)N2CCOCC2)cc1)Nc1ccc(F)c(F)c1F,0.1,5,-5,12,16,11,2,-18,·,-5,·
Cc1ccc(/C=N/Nc2cc(C)nc(N3CCOCC3)n2)cc1,-0.4,-60,4,0,-14,-54,11,3,-2,3,-29
Cc1ccnc(NC(=O)Cn2ccc([N+](=O)[O-])n2)c1,-0.4,2,1,4,-3,-15,54*,9,-2,-13,1
Cc1cccc2cc(/C=N/Nc3ccc(C(=O)O)cc3)c(Cl)nc12,-0.6,-268,-49,7,-109,-265,-132,3,-3,1,-171
CCN(CC(=O)Nc1ccc(NC(C)=O)cc1)C(=O)C1CC(=O)N(CCc2ccc(OC)c(OC)c2)C1 (centres undefined),-0.4,7,-6,-28,-6,15,4,33,-2,-3,-4
CC(Nc1nc(-c2cccnc2)nc2ccccc12)c1ccccc1 (centres undefined),-1.0,1,-11,14,10,-2,-13,-4,·,-10,·
Cc1ccccc1N1CCN(Cc2ccc([N+](=O)[O-])o2)CC1,-0.4,-13,8,-15,-6,4,-6,18,3,10,-3
C=CCC(=O)NC1CC(C)(C)Cc2c1cnn2-c1ccc(C)cc1 (centres undefined),0.0,-8,9,21,-36,-5,-34,-24,3,-2,-3
Cc1sc2ncnc(NCCN3CCOCC3)c2c1C,-1.2,4,56,-8,-12,5,17,1,-1,8,8
Cc1ccc(-c2cc(C(=O)N3CCCC3)c3ccccc3n2)s1,-0.2,-105,-55,-4,-12,-123,-10,0,3,17,-14
O=C1C=C(NCc2ccccc2)C2(CCCCC2)O1,-1.3,13,9,-5,-9,14,0,14,0,-14,9
Cn1c(=O)[nH]c(=O)c2c1nc(Br)n2Cc1ccc(Cl)cc1,-0.4,-18,14,-1,16,-17,3,6,·,-9,·
Cc1ccc(C)c(OC(=O)CN2C(=O)c3ccccc3C2=O)c1,-0.6,2,-4,7,-8,-4,-2,-1,3,-1,0
O=C(NC(=S)N1CCOCC1)c1ccc([N+](=O)[O-])cc1,0.0,20,7,-4,12,9,-1,4,2,6,-9
COc1ccc(/C=C/S(=O)(=O)NCc2ccccc2)cc1OC,2.7,-2,0,18,10,13,9,-15,0,-2,-3
O=C(NCc1ccccc1Cl)c1cc(C(=O)C2CC2)c[nH]1,0.1,-4,26,-7,51,3,15,12,1,2,6
O=C(NCC1CCCO1)C1CCCN(S(=O)(=O)c2cccc3nsnc23)C1 (centres undefined),0.0,17,-24,-4,-23,10,-4,10,-2,3,1
CS(=O)(=O)N1CCCC(C(=O)Nc2ccc3c(c2)OCCO3)C1 (centres undefined),0.1,-12,-16,-3,-12,-25,-5,8,2,-3,-1
CC(C)(C)c1cc(CCC(=O)N2CCNCC2)c(C(C)(C)C)cc1O,-1.1,28,1,9,-18,6,11,-10,2,-1,-6
O=C(NCc1ccc(Cl)cc1)N1CCN(C(=O)c2ccccc2)CC1,6.9,5,-14,-7,18,17,-4,8,·,21,·
c1ccc(NC2=NCCN2CCC2CCCCC2)cc1,2.8,-10,5,-26,24,4,2,6,0,4,3
CC(/C=N/NC(=O)c1ccncc1)=C\c1ccc(C(C)C)cc1,-1.2,-58,-22,10,-46,-156,-14,-5,1,-3,-72
COc1cccc(CNS(=O)(=O)c2cc(CN3C(=O)c4cccnc4C3=O)ccc2OC)c1,-0.1,23,-8,18,-9,6,4,-5,1,3,7
O=C(NCCCN1CCOCC1)c1cc(-c2ccc(F)cc2)nc2ccccc12,0.0,-7,-19,-24,-16,-22,-10,5,2,11,-4
Cc1cc(C)n2nc(C(=O)NCc3ccco3)nc2n1,-1.5,2,10,2,15,12,0,5,0,5,6
CC(C)(C)NC(=O)CN(C(=O)CCC(=O)Nc1nccs1)c1ccccc1F,-1.0,13,-1,12,5,-3,0,-15,·,-6,·
Cc1cccc(N2CCN(C(=O)c3nn(C)c4c3CS(=O)(=O)c3ccccc3-4)CC2)c1C,0.0,30,16,10,0,6,14,-13,-4,24,2
O=C(c1ccc(F)cc1)c1ccc(OCC(=O)N2CCOCC2)cc1,-0.6,5,-4,10,-10,9,2,-6,·,-20,·
COC(=O)c1ccc(CSc2ccc3nnc(-c4ccc(OC)c(OC)c4)n3n2)o1,0.1,10,17,19,-10,11,8,-17,6,-3,3
CCCn1nnnc1NCc1cccc(OC)c1,0.7,7,1,-13,-1,16,-3,2,-4,-4,3
O=C(NCc1ccccc1)C(c1cccnc1)N(C(=O)c1ccccn1)c1ccc(F)cc1 (centres undefined),0.1,-1,-1,-6,0,10,-4,-16,1,2,1
Cc1c(C)n(CCO)c2ncnc(Nc3ccc(F)cc3)c12,-0.2,-138,-44,-8,-73,-184,-4,10,3,-5,-49
Cc1cc(C)c(NC(=O)CNC(=O)COC(=O)/C=C/c2cccs2)c(C)c1,0.2,10,-10,9,15,17,4,1,-5,-1,0
CC(Sc1nnc(C2CCCCC2)n1N)C(=O)NCc1ccc2c(c1)OCO2 (centres undefined),5.6,10,0,-2,-2,3,9,8,3,-6,8
O=C(O)c1ccc(NNC(=S)Nc2cc(C(F)(F)F)ccc2Cl)cc1,-0.6,26,-43,0,1,-6,-25,13,2,-4,·
O=C(c1cnccn1)N1CCc2ccccc2C1,-0.8,3,-13,22,12,10,-1,-11,7,0,2

# (list continues)
SMILES,iPSC survival up,Peg3 promoter,Shn3 inh set2,CF NFkB inh,NR2E3 ag-1,HIF-2a inh,EBV LMP1 NFkB,KKLEB tox,NR2E3 ag-2,TRAIL sens C8,MITF TRPM1 inh
Cc1ccc(NC(=S)N(Cc2cccc(Br)c2)CC2CCC(C(=O)O)CC2)cc1 (centres undefined),-0.2,-24,29,-1,3,-46,-1,7,-2,-9,10
CCN(Cc1ccccc1)C(=O)CSc1ccccc1C(=O)O,-0.7,24,6,4,-44,10,-12,-2,-2,4,6
Nc1cc(C(=O)OCC(=O)NCc2ccc(F)cc2)ccc1Cl,-0.7,8,-7,-11,2,18,8,7,0,-1,-9
COCC(=O)N(CCc1ccc(OC)c(OC)c1)Cc1cc2cc(C)ccc2nc1Cl,-2.1,21,11,-5,6,-1,1,4,2,3,2

# Full records as entered above. Order of values: iPSC survival up	Peg3 promoter	Shn3 inh set2	CF NFkB inh	NR2E3 ag-1	HIF-2a inh	EBV LMP1 NFkB	KKLEB tox	NR2E3 ag-2	TRAIL sens C8	MITF TRPM1 inh
# Cc1ccc(NC(=S)N(Cc2cccc(Br)c2)CC2CCC(C(=O)O)CC2)cc1 (centres undefined) is listed with -0.2	-24	29	-1	3	-46	-1	7	-2	-9	10
# CCN(Cc1ccccc1)C(=O)CSc1ccccc1C(=O)O is listed with -0.7	24	6	4	-44	10	-12	-2	-2	4	6
# COCC(=O)N(CCc1ccc(OC)c(OC)c1)Cc1cc2cc(C)ccc2nc1Cl is listed with -2.1	21	11	-5	6	-1	1	4	2	3	2
